Neddylation inh: blocks human cullin neddylation. P61081+Q13564. calls only at 25 µM. TR-FRET cullin neddylation, biochemical. 360,000 compounds, 0.58% hits; in the data active means inhibition above about 36%
LMPTP block: blocks human LMPTP phosphatase | P24666 | recombinant LMPTP-A, OMFP fluorogenic substrate, fluorescence intensity | inhibition, % at 20 µM | 360,000 compounds, 0.22% hits | AID 651560;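 active means compounds that cut the enzyme signal by at least half of the control window in the single-dose screen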;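 further: plate controls were DMSO wells with enzyme plus substrate for no effect and substrate without enzyme for full effect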
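Material: LMPTP-A; amount: 0.625 nM enzyme; doses: single 20 µM dose; times: reaction 50 min, room temperature, dark; technique: fluorescence intensity of OMFP turnover product; benchmarks: no-enzyme and uninhibited controls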
Rin1 Abl inh: blocks binding of human Rin1 to Abl. AID 588664. TR-FRET Rin1/Abl binding, biochemical. inhibition, % at 7.35 µM. P00519+Q13671. 360,000 compounds, 0.4% hits; in the data active means inhibition above about 5%, passing the limit was not always enough
DNMT1 inh: DNMT1 (human) enzyme inhibition; P26358; 360,000 compounds, 0.83% hits; inhibition (reported as % activation of signal), % at 10 µM; DNMT1 molecular beacon, Hinp1I cleavage, fluorescence; in the data active means inhibition above about 50%
Target sequence (P26358 504-1616 limits assumed): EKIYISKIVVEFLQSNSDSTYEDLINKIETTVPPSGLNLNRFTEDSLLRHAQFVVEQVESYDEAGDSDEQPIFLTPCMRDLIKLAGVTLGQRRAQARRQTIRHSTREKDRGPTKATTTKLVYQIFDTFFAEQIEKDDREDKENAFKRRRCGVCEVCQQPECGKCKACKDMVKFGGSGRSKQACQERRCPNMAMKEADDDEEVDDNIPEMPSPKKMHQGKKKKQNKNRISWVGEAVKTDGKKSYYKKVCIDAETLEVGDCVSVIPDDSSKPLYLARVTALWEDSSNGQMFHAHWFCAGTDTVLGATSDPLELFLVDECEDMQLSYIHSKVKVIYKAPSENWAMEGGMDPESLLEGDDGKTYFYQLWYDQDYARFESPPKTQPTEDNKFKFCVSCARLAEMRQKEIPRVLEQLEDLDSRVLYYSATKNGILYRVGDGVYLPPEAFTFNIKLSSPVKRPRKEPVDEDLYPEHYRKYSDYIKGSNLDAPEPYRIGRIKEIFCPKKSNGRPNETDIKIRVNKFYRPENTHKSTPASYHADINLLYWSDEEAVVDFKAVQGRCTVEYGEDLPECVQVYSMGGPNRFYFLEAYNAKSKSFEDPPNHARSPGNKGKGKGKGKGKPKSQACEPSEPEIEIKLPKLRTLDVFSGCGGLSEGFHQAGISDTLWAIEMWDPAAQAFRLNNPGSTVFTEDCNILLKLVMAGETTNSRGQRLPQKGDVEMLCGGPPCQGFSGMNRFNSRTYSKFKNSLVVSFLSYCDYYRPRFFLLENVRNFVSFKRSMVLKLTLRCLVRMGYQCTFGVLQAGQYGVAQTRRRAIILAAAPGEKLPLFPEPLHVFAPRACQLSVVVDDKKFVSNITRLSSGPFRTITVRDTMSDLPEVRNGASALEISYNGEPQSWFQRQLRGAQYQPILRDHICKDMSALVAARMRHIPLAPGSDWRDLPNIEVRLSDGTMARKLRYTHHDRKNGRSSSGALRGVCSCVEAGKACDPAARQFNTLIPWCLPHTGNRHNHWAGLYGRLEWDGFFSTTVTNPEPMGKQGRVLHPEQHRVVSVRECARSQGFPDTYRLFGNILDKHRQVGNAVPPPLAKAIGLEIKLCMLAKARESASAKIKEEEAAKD
STEP block: blocks human striatal-enriched tyrosine phosphatase; AID 588621; P54829; inhibition, % at 20 µM; 360,000 compounds, 0.25% hits; recombinant STEP, OMFP fluorogenic substrate, fluorescence;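 active means inhibition at 20 µM, scaled per plate between control wells, above about 37%, limit read from the data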;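 further: 0% = DMSO with enzyme and substrate and 100% = substrate only without enzyme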
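System: STEP (striatal-enriched tyrosine phosphatase) enzyme, cell-free; medium: Bis-Tris pH 6.0 buffer with DTT, detergent; dosing: 20 µM, 1% DMSO; times: reaction 20 min, ambient temperature; detection: fluorescence, 480/540 nm; read-out basis: normalized % inhibition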
CSN inh: blocks human CSN-mediated cullin deneddylation; Q92905; Purified CSN, SCF-Nedd8-OG deneddylation, fluorescence polarization; inhibition, % at 12.5 µM; 360,000 compounds, 0.38% hits;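 active means pattern-corrected inhibition above about 35%, with an unprinted fluorescence ratio check between 0.5 and 1.5, limit read from the data, passing the limit was not always enough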;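 further: 0% = enzyme with substrate and 100% = substrate without enzyme; some results filed as inactive read as strong as hits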
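assay system = purified human Csn5 enzyme expressed in HEK293T cells | amount = 0.24 nM enzyme | buffer or medium = Tris/NaCl/DTT buffer, pH 7.5 | reagent = 10 nM SCFSkp2-Nedd8OG | compound = one concentration, 12.5 µM, 0.25% DMSO | times = 90 min reaction at room temperature | signal = FP | read-out basis = % inhibition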
Scp-1 inhibitor: Scp-1 (human) phosphatase inhibition. Q9GZU7. Recombinant Scp1, phosphopeptide, malachite green phosphate absorbance. inhibition, % at 20 µM. 340,000 compounds, 0.88% hits. AID 493091;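 active means inhibition above about 50% at 20 µM, limit read from the data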;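 further: plate controls were DMSO wells with enzyme for no effect and wells lacking enzyme for full effect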
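Test system: SCP-1 catalytic domain; Buffer or medium: Acidic Tris acetate buffer with magnesium and detergent; Also added: Phosphorylated 17-residue peptide substrate; Compound: single 20 µM dose, 1% DMSO; Schedule: enzyme reaction 45 min at room temperature, colour 5 min, stabilisation 30 min; Signal: Phosphate-binding colour reagent, absorbance read at 630 nm.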
SUMO1-SIM PPI: alters human SUMO1 binding to SIM partners. inhibition, % at 20 µM. SUMO1 binding to a labelled peptide, TR-FRET, 1 h. 360,000 compounds, 0.33% hits. P63165; in the data active means inhibition above about 37%
NadD block: inhibitors of Staphylococcus aureus NadD. purified NadD enzyme, colorimetric absorbance read-out. inhibition, % at 20 µM. 360,000 compounds, 0.78% hits. AID 602399; in the data active means inhibition above about 26%; further: some compounds past the cut are filed as inactive
Rpn11 block: blocks the human proteasome subunit Rpn11 | human 26S proteasome, Ub4-pepOG fluorescence polarization; 20S core pre-blocked with epoxomicin | calls only at 20 µM | 360,000 compounds, 0.59% hits | AID 588493;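 active means inhibition at 20 µM, scaled to each plate's controls, above about 33%, limit read from the data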
* hit, by the source's call.

`COc1ccc(N(C(=O)Cc2cccs2)C(C(=O)NC2CCCC2)c2ccncc2)cc1OC` (centres undefined) gave Neddylation inh inactive, LMPTP block -2.3, Rin1 Abl inh 1, DNMT1 inh 4, STEP block -2, CSN inh 1, Scp-1 inhibitor -4, SUMO1-SIM PPI 0, NadD block 1 and Rpn11 block inactive.
Cc1ccc(NCC(=O)c2ccccc2)cc1Cl was read as Neddylation inh inactive, LMPTP block -0.7, Rin1 Abl inh -4, DNMT1 inh 7, STEP block 0, CSN inh -4, Scp-1 inhibitor -8, SUMO1-SIM PPI -3, NadD block 0 and Rpn11 block inactive.
CCC(Sc1ncccc1C(=O)O)C(=O)N1CCCC1 (centres undefined) was read as Neddylation inh inactive, LMPTP block -1.1, Rin1 Abl inh 5, DNMT1 inh 11, STEP block -2, CSN inh 1, Scp-1 inhibitor 3, SUMO1-SIM PPI 0, NadD block 1 and Rpn11 block inactive.
For CSCC[C@H](NC(=O)OC(C)(C)C)C(=O)N1CCC(C(=O)N[C@@H](Cc2c[nH]c3ccccc23)C(=O)O)CC1 the results were Neddylation inh inactive, LMPTP block -1.2, Rin1 Abl inh 1, DNMT1 inh 0, STEP block 0, CSN inh 2, Scp-1 inhibitor -1, SUMO1-SIM PPI -3, NadD block -6 and Rpn11 block inactive.
For O=C(NCc1ccccc1)c1cc(C2CCCN(C(=O)c3ccc4c(c3)CCO4)C2)on1 (centres undefined) the results were Neddylation inh inactive, LMPTP block 0.9, Rin1 Abl inh -1, DNMT1 inh -2, STEP block -2, CSN inh -1, SUMO1-SIM PPI 3, NadD block 3 and Rpn11 block inactive.
For Cc1cc(C(=O)N2CCC2(C)C(=O)NS(=O)(=O)c2ccccc2Cl)nn1C (centres undefined) the results were Neddylation inh inactive, LMPTP block -1.5, Rin1 Abl inh -1, DNMT1 inh 1, STEP block 4, CSN inh -3, SUMO1-SIM PPI -1, NadD block -2 and Rpn11 block inactive.
Screening Cc1cccc(NC(=O)C2C3C=CC(C4CC34)C2C(=O)O)c1 (centres undefined) returned Neddylation inh inactive, LMPTP block 0.4, Rin1 Abl inh -2, DNMT1 inh 11, STEP block 1, CSN inh 2, Scp-1 inhibitor 3, SUMO1-SIM PPI -2, NadD block -3 and Rpn11 block inactive.
For CN(CC(=O)Nc1cccc(S(=O)(=O)N2CCCC2)c1)Cc1ccccc1 the results were Neddylation inh inactive, LMPTP block -0.1, Rin1 Abl inh 2, DNMT1 inh -4, STEP block 0, CSN inh 3, Scp-1 inhibitor -5, SUMO1-SIM PPI 2, NadD block -1 and Rpn11 block inactive.
Screening N#CCCN/N=C(\Cc1nc2ccccc2[nH]1)c1ccccc1 returned Neddylation inh inactive, LMPTP block 0.7, Rin1 Abl inh -2, DNMT1 inh -18, STEP block -1, CSN inh 10, Scp-1 inhibitor -1, SUMO1-SIM PPI -3, NadD block 7 and Rpn11 block inactive.
Screening Cc1ccc(S(=O)(=O)N2CCCCC2)cc1NC(=O)c1cncc(Br)c1 returned Neddylation inh inactive, LMPTP block -1.0, Rin1 Abl inh -5, DNMT1 inh -4, STEP block 2, CSN inh -6, Scp-1 inhibitor 2, SUMO1-SIM PPI 7, NadD block -1 and Rpn11 block inactive.
CCOC(=O)C1(C)CCCN1C(=O)c1cccc2ccccc12 (centres undefined) was read as Neddylation inh inactive, LMPTP block -0.4, Rin1 Abl inh -1, DNMT1 inh 1, STEP block -4, CSN inh 1, SUMO1-SIM PPI -1, NadD block 0 and Rpn11 block inactive.
Screening N#CC1=C(N)OC2=C(C(=O)CC(c3ccccc3)C2)C1c1cccnc1 (centres undefined) returned Neddylation inh inactive, LMPTP block -0.6, Rin1 Abl inh -1, DNMT1 inh 4, STEP block 4, CSN inh 0, Scp-1 inhibitor 0, SUMO1-SIM PPI -1, NadD block -6 and Rpn11 block inactive.
For Cn1c(=O)c([N+](=O)[O-])c(N2CCN(Cc3ccc4c(c3)OCO4)CC2)c2ccccc21 the results were Neddylation inh inactive, LMPTP block 10, Rin1 Abl inh -2, DNMT1 inh -2, STEP block -1, CSN inh 5, Scp-1 inhibitor 0, SUMO1-SIM PPI 5, NadD block -6 and Rpn11 block inactive.
`CCOC(=O)c1ccc(NC(=O)N2CCN(c3ccccc3OC)CC2)cc1` gave Neddylation inh inactive, LMPTP block 0.9, Rin1 Abl inh 9.4*, DNMT1 inh 2, STEP block 1, CSN inh 2, Scp-1 inhibitor -1, SUMO1-SIM PPI -2, NadD block -2 and Rpn11 block inactive.
For Cc1cc2c(c(=O)n1Cc1cccnc1)C(c1ccccc1)C(C#N)=C(N)O2 (centres undefined) the results were Neddylation inh inactive, LMPTP block -0.7, Rin1 Abl inh 0, DNMT1 inh -1, STEP block 3, CSN inh 9, Scp-1 inhibitor -8, SUMO1-SIM PPI -12, NadD block 3 and Rpn11 block inactive.
Cn1c(CN2CCCC2)c(C#N)c2ccccc21 was read as Neddylation inh inactive, LMPTP block -1.4, Rin1 Abl inh -1, DNMT1 inh 29, STEP block 0, CSN inh -3, Scp-1 inhibitor -5, SUMO1-SIM PPI 3, NadD block 5 and Rpn11 block inactive.
`CCc1cccc2c(C(=O)CN3C(=O)NC(C)(c4cccc5ccccc45)C3=O)c[nH]c12` (centres undefined) gave Neddylation inh inactive, LMPTP block 3.5, Rin1 Abl inh 1, DNMT1 inh -35, STEP block -4, CSN inh 0, Scp-1 inhibitor -13, SUMO1-SIM PPI 1, NadD block 1 and Rpn11 block inactive.
For COc1ccccc1OCc1nc(-c2ccc([N+](=O)[O-])cc2)no1 the results were Neddylation inh inactive, LMPTP block 1.6, Rin1 Abl inh -2, DNMT1 inh -2, STEP block 5, CSN inh -6, Scp-1 inhibitor -12, SUMO1-SIM PPI -19, NadD block -14 and Rpn11 block inactive.
`CC(=O)c1ccc(OC(=O)C2CC(=O)N(c3cccc(C)c3)C2)cc1` (centres undefined) gave Neddylation inh inactive, LMPTP block -3.6, Rin1 Abl inh 0, DNMT1 inh 0, STEP block -1, CSN inh 4, Scp-1 inhibitor -6, SUMO1-SIM PPI 0, NadD block -1 and Rpn11 block inactive.
For Cc1ccccc1NS(=O)(=O)c1ccc(C(=O)NCC2(N3CCOCC3)CCCCC2)cc1 the results were Neddylation inh inactive, LMPTP block -1.2, Rin1 Abl inh 4, DNMT1 inh 2, STEP block -2, CSN inh 1, Scp-1 inhibitor -8, SUMO1-SIM PPI -1, NadD block -4 and Rpn11 block inactive.
`O=C(Nc1ccc(S(=O)(=O)N2CCCCC2)cc1)c1ccc(F)cc1` gave Neddylation inh inactive, LMPTP block 1.0, Rin1 Abl inh 4, DNMT1 inh -4, STEP block -2, CSN inh 5, Scp-1 inhibitor -10, SUMO1-SIM PPI 1, NadD block -7 and Rpn11 block inactive.
For O/N=C/c1ccc(OCc2ccccc2)c(Br)c1 the results were Neddylation inh inactive, LMPTP block 2.4, Rin1 Abl inh -3, DNMT1 inh -5, STEP block -4, CSN inh -2, Scp-1 inhibitor -8, SUMO1-SIM PPI -5, NadD block 1 and Rpn11 block inactive.
Screening CCc1nonc1NC(=O)c1oc2ccc(Cl)cc2c1C returned Neddylation inh inactive, LMPTP block 0.3, Rin1 Abl inh -5, DNMT1 inh 5, STEP block 0, CSN inh -6, Scp-1 inhibitor 0, SUMO1-SIM PPI -2, NadD block 2 and Rpn11 block inactive.
For COc1ccc(/C=N/N2CCN(c3ccccc3OC)CC2)cc1OC the results were Neddylation inh inactive, LMPTP block -0.1, Rin1 Abl inh 4, DNMT1 inh 6, STEP block 2, CSN inh 3, Scp-1 inhibitor -5, SUMO1-SIM PPI -4, NadD block 8 and Rpn11 block inactive.
Screening COc1ccccc1CCC(=O)OCC(=O)c1c(N)n(CC(C)C)c(=O)n(C)c1=O returned Neddylation inh inactive, LMPTP block -8.5, Rin1 Abl inh 0, DNMT1 inh -8, STEP block -2, CSN inh 4, Scp-1 inhibitor -6, SUMO1-SIM PPI -23, NadD block -1 and Rpn11 block inactive.
COc1ccccc1/C=C/C(=O)OCC(=O)Nc1cc(C(F)(F)F)ccc1N1CCOCC1 was read as Neddylation inh inactive, LMPTP block 0.5, Rin1 Abl inh -5, DNMT1 inh -11, STEP block 3, CSN inh -4, Scp-1 inhibitor -7, SUMO1-SIM PPI -1, NadD block -4 and Rpn11 block inactive.
COc1ccc(C2C(C(=O)N3CCN(c4ccccc4)CC3)c3ccccc3C(=O)N2C)cc1OC (centres undefined) was read as Neddylation inh inactive, LMPTP block -2.3, Rin1 Abl inh 6, DNMT1 inh 2, STEP block -1, CSN inh 0, Scp-1 inhibitor -4, SUMO1-SIM PPI 6, NadD block 0 and Rpn11 block inactive.
For COc1ccccc1NS(=O)(=O)c1cc(NC(=O)c2cccnc2)ccc1N1CCCCC1 the results were Neddylation inh inactive, LMPTP block 4.2, Rin1 Abl inh 0, DNMT1 inh -4, STEP block 1, CSN inh 3, Scp-1 inhibitor -5, SUMO1-SIM PPI 9, NadD block 8 and Rpn11 block inactive.
`CCN(CC(=O)Nc1ccccc1OC)C(=O)c1cccc(-n2cccc2)c1` gave Neddylation inh inactive, LMPTP block 1.4, Rin1 Abl inh -1, DNMT1 inh -10, STEP block -1, CSN inh 2, Scp-1 inhibitor -2, SUMO1-SIM PPI 3, NadD block 6 and Rpn11 block inactive.
Screening COc1ccc(CCC(=O)NCC23CC4CC(CC(C4)C2)C3)cc1 returned Neddylation inh inactive, LMPTP block 0.4, Rin1 Abl inh 2, DNMT1 inh -1, STEP block 0, CSN inh 0, Scp-1 inhibitor -7, SUMO1-SIM PPI 2, NadD block -3 and Rpn11 block inactive.

Rows were taken by chance; any-hit rate near 3.8%.
